# hDAT+cocaine: human DAT dopamine uptake with cocaine, either direction | B-score at 10 µM | LLC-PK1 hDAT cells, [14C]-dopamine uptake with cocaine IC80; actives deviate in either direction | hit rate 1.3% among 110,000;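 active means Z score or B-score, a plate-position-corrected score, falls beyond the plate's 99.7% confidence bounds, in either direction; inactive means both scores lie inside the 99.7% bounds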;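 further: scored against the spread of the other compound wells on the same plate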
# Target sequence (Q01959 whole entry, looked up): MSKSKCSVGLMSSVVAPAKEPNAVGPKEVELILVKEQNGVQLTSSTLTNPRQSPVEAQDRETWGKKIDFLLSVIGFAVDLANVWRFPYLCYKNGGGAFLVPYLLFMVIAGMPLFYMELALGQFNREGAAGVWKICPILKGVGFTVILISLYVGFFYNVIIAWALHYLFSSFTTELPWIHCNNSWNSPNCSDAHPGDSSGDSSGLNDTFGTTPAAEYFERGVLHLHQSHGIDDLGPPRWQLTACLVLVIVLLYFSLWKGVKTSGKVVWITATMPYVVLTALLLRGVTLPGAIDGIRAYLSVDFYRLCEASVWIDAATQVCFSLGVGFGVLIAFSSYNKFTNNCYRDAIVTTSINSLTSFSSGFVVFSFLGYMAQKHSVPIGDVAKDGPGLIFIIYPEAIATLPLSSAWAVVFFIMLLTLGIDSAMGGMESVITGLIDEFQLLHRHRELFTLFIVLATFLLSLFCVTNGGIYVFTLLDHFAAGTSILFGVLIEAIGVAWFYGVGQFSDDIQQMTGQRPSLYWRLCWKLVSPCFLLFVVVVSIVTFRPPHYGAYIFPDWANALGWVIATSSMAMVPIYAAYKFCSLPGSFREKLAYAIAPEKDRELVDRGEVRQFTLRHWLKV
# VCAM1 TNFa inh: reduces TNF alpha induced VCAM1 expression in HUVEC. HUVEC TNFa-induced VCAM-1 immunofluorescence, high-content imaging. inhibition, % at 2 µM. hit rate 0.48% among 95,000;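 active means inhibition above the batch mean plus 3 SD, with images confirmed as a hit by eye, cut at about 37% in these data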;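 further: 0% = TNF-stimulated DMSO wells and 100% = unstimulated control wells; not every result past the cut was called active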
# CYP2C19 inh: blocks human cytochrome P450 2C19; inhibition, % at 5 µM; hit rate 21% among 96,000; CYP2C19 Supersomes, luciferin-H EGE luminescence, 30 min; P33261;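 active means CYP2C19 inhibition above a set limit at 5 µM in the primary screen, cut at about 50% in these data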;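 further: plate controls were negative control wells for no effect and 2.5 mM tranylcypromine positive control for full effect; values of inactives mirror those of a sister screen read the other way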
# Target sequence (P33261 whole entry, looked up): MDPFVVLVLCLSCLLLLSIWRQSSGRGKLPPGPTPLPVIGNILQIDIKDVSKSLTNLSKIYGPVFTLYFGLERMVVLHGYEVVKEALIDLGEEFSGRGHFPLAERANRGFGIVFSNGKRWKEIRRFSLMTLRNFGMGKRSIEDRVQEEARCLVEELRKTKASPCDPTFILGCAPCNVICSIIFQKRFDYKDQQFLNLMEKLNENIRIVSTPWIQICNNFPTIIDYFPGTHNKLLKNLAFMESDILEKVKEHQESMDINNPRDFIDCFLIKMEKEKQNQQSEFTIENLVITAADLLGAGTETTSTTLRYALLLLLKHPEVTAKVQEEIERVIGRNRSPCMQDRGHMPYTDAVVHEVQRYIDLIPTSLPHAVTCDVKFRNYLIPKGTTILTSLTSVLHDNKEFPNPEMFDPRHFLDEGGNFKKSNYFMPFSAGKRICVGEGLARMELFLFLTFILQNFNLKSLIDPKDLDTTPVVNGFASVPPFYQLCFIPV
# CYP2C9 inh: blocks human cytochrome P450 2C9; inhibition, % at 5 µM; P11712; hit rate 20% among 96,000; AID 777; CYP2C9 Supersomes, luciferin-H conversion, luminescence;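 active means blocking of liver enzyme CYP2C9 beyond about 50% at 5 µM, limit read from the data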; further: values of inactives mirror those of a sister screen read the other way
# CYP2C19 act: activators of human cytochrome P450 2C19 | recombinant CYP2C19, luciferin-H EGE luminescence; active compounds read high; 0 = fully inhibited enzyme, 1 = untreated enzyme | activation factor at 5 µM | 96,000 tested, under 10 active | AID 1025;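 active means activation factor of at least 2 at 5 µM in the primary screen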;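 further: 0 = wells with 2.5 mM tranylcypromine and 1 = vehicle-only wells; values of inactives mirror those of a sister screen read the other way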
# Candida biofilm: kills Candida albicans biofilms | C. albicans biofilm + clotrimazole, Alamar Blue | inhibition, % at 6 µM | hit rate 0.14% among 85,000 | AID 834;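 active means inhibition above 20%; inactive means inhibition below 20%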;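 further: preformed 24 hr biofilms exposed to compound for 48 hr; 0% = biofilm without compound and 100% = blank killed by clotrimazole plus chlorhexidine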
# HUVEC tox TNFa: HUVEC cytotoxicity counter-screen, TNF alpha stimulated; HUVEC TNFalpha-stimulated, Hoechst cell count, imaging; cell count reduction, % at 2 µM; hit rate 0.17% among 93,000; AID 848;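 active means cell count reduction exceeding the screen mean by over 5 SD, scaled to untreated wells per plate, cut at about 78% in these data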;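 further: cells counted after 24 h of TNF alpha exposure following the 1 h pretreatment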
# IL1B cytotox: toxic to HUVEC cells under IL-1B stimulation. HUVEC cell count loss, Hoechst imaging, IL-1B stimulated. AID 845. cell count reduction, % at 2 µM. hit rate 0.41% among 94,000;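 active means cell count reduction more than 3 SD above the screen-wide mean, cut at about 70% in these data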;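 further: normalized per plate to untreated control cells as the no-loss baseline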
# CYP2C9 activ: CYP2C9 (human) activation. P11712. recombinant CYP2C9, luciferin-H conversion, luminescence; active compounds read high; factor 1 = untreated enzyme, 0 = blocked. activation factor at 5 µM. hit rate 1.4% among 96,000;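 active means activation factor of 2 or more for CYP2C9 at a 5 µM dose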;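 further: 0 = sulfaphenazole-blocked wells and 1 = vehicle-only wells; values of inactives mirror those of a sister screen read the other way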
# * = called active by the depositor; x = no result given.
molecule,CYP2C9 activ,IL1B cytotox,CYP2C19 act,Candida biofilm,CYP2C19 inh,hDAT+cocaine,VCAM1 TNFa inh,CYP2C9 inh,HUVEC tox TNFa
CCOc1nc(-c2ccc(OC)cc2)ccc1-c1noc(-c2ccncc2)n1,0.8,x,0.9,-1.9,8.0,x,x,15.6,x
Cc1cc(NC(=O)CSc2nc3c(c(=O)n2CCc2ccccc2)SC(C)C3)no1 (stereo unspecified),0.9,x,1.1,3.7,-14.6,0.384,x,5.2,x
O=C(O)c1cc(/C=N\O)ccc1OCc1ccccc1,1,-96.2,0.9,3.1,10.6,0.318,0.4,-0.3,5.7
CCOc1ccc(C2NC(=O)C(C#N)=C(S)N2c2ccc(OC)cc2)cc1OC (stereo unspecified),0.9,4.8,0.8,-2.2,16.2,0.462,2.0,12.2,0.4
Fc1ccccc1COc1cccc(/C=N/n2cnnc2)c1,0.3,16.3,0,2.4,99.0*,0.353,-9.7,68.4*,-43.3
CCOC(=O)c1c(C)[nH]c(C)c1C(=O)COc1ccc(NC(=O)c2ccco2)cc1,0.1,26.6,0.1,9.0,88.0*,1.12,-6.8,92.8*,-21.8
CN1CCN(S(=O)(=O)c2ccc3ccccc3c2)CC1,2.5*,12.6,0.9,8.7,7.5,-1.69,3.0,-145.6,-18.6
CC(=O)c1c(C)nn(C(C)CC(=O)O)c1C (stereo unspecified),x,4.4,x,8.9,x,-0.0458,11.2,x,-28.8
CCOCCCNc1ncnc2c1[nH]c1ccccc12,0.6,-2.0,0.4,8.1,60.3*,2.44,-21.3,39.0,-21.3
Cc1cccc(Nc2nc(N)nc(CN3CCN(C)CC3)n2)c1,0,13.3,1.2,5.3,-18.0,0.0375,30.4,95.8*,41.9
Cc1ccc(O)c(CNn2cnnc2)c1,x,-42.9,x,9.0,x,-0.478,0.5,x,-14.4
CSc1ccc2[nH]c(=O)cc(C)c2c1,0.9,-33.1,0.9,6.9,6.7,-0.225,21.0,12.1,-22.0
Cc1ccc(SCCNC(=O)C(C)C)cc1,0.9,-11.4,0.9,-1.2,10.7,-0.161,0.3,8.5,12.4
N=c1sccn1CC(=O)NCCc1ccc(Cl)cc1Cl,1,-4.4,0.9,-2.2,7.4,-0.968,14.2,-4.5,-16.1
COC(=O)c1ccc(CSc2nc3c(c(=O)n2-c2ccc(F)cc2)SCC3)o1,x,-55.3,x,x,x,0.369,13.3,x,-14.4

# Reprinted from the part before: two entries, then new ones.
molecule,CYP2C9 activ,IL1B cytotox,CYP2C19 act,Candida biofilm,CYP2C19 inh,hDAT+cocaine,VCAM1 TNFa inh,CYP2C9 inh,HUVEC tox TNFa
N=c1sccn1CC(=O)NCCc1ccc(Cl)cc1Cl,1,-4.4,0.9,-2.2,7.4,-0.968,14.2,-4.5,-16.1
COC(=O)c1ccc(CSc2nc3c(c(=O)n2-c2ccc(F)cc2)SCC3)o1,x,-55.3,x,x,x,0.369,13.3,x,-14.4
COC(=O)c1cccnc1NC(=S)NNC(=O)c1ccccc1,0.9,21.2,1.1,-3.7,-5.5,-1.42,21.7,12.5,-0.8
CC12CCC(C(=O)NCCN3CCCCC3)(CC1=O)C2(C)C (stereo unspecified),1.2,-11.1,1.2,8.9,-23.2,-1.62,7.8,-21.9,-4.2
CCCc1nc2sc(C(=O)OCC)c(N)c2c2c1COC(C)(C)C2,0.7,-65.8,1,0.5,-0.5,0.529,-11.8,30.7,-15.7
CCc1ccccc1NC(=O)c1cc(-c2cccc(O)c2)on1,4.8*,-52.9,1,0.0,4.6,0.00405,5.2,-379.0,-22.8
CCOC(=O)C(=O)/C(=C\N(C)C)c1onc(-c2ccccc2)c1C(=O)OC,0.9,-7.7,0.9,x,12.8,0.069,11.5,10.3,-18.9
Cc1ccc(N2C(=O)c3ccccc3C2Nc2cccnc2)nc1 (stereo unspecified),1,-25.2,0.8,4.4,16.3,-0.0473,-2.1,-0.7,-10.8
O=C(NC1CCCCC1)C(c1cccs1)N(Cc1cccs1)C(=O)c1ccco1 (stereo unspecified),0.5,-4.3,0.4,0.1,55.2*,-0.11,-4.8,53.1*,-6.7
Cc1cc(C(=O)NCc2cccs2)n(-c2ccccc2)n1,0.4,7.3,0.5,5.0,48.5,0.409,0.5,59.3*,-23.8
Cc1cc(NC(=O)CSc2nnc(-c3ccco3)n2Cc2ccccc2)no1,x,26.2,x,2.6,x,0.104,2.1,x,-21.0
Cc1ccc(-c2nn(C)c(=O)c3ccccc23)cc1S(=O)(=O)NCCO,0.9,0.6,0.8,2.5,18.7,-1.11,4.8,12.0,-26.7
CCOC(=O)c1c(OCC)[nH]c2ccc(O)cc12,1.6,-9.6,1,4.0,-3.4,-0.855,9.4,-61.8,x
CC1(C)CC(=O)c2cnc(NC(=O)CSc3nc4ccccc4o3)nc2C1,x,4.4,x,6.2,x,-0.186,7.2,x,-30.6
Cc1ccc(CCNC(=O)C2CCCN(S(=O)(=O)c3c(C)nn(C)c3C)C2)cc1 (stereo unspecified),0.5,-13.7,0.6,5.3,38.8,1.78,16.2,48.2,-24.0
CCOC(=O)N1CCN(Cc2nc3c(c(=O)n(C)c(=O)n3C)n2Cc2cccc(C)c2)CC1,0.3,x,0.1,4.7,85.6*,1.39,23.3,67.4*,20.5
COCCCNC(=O)c1ccc2c(=O)n(Cc3ccc4c(c3)OCO4)c(=S)[nH]c2c1,0.9,-13.4,1,14.0,-0.6,-0.17,10.8,13.2,-18.1

# The listing continues.
molecule,CYP2C9 activ,IL1B cytotox,CYP2C19 act,Candida biofilm,CYP2C19 inh,hDAT+cocaine,VCAM1 TNFa inh,CYP2C9 inh,HUVEC tox TNFa
COCCN1Cc2cccc(C(=O)NCc3ccccn3)c2C1=O,0.9,-5.1,0.6,7.3,43.3,-0.26,2.3,13.7,-4.2
COc1cc(S(=O)(=O)Nc2ccccn2)ccc1F,2.1*,-7.7,0.6,6.1,39.4,-0.0367,9.3,-109.6,-23.7
CSc1nc(Oc2ccc(F)cc2F)cc(C(F)(F)F)n1,0.9,-1.5,1,x,-0.5,0.0242,23.9,5.8,-8.9
CSc1ccccc1NC(=O)c1cc(-c2cccs2)on1,2.7*,2.5,0.9,6.2,7.5,-1.32,-5.8,-165.1,-5.0
Cc1cc(Cl)c(S(=O)(=O)N2CCCCCC2)cc1OCC(=O)NC1CCCCC1,0.1,-74.4,0.1,-6.5,89.9*,0.175,15.5,89.3*,-7.2
CCS(=O)(=O)c1ccc(C(=O)Nc2ccccc2)c(Cl)c1Cl,0.7,x,0.8,x,18.7,-0.17,x,28.4,x
CCOCCSc1nc2c(c(=O)[nH]c(=O)n2C)n1CCCc1ccccc1,0.8,5.4,0.8,8.3,20.8,-0.056,-0.8,24.4,45.0
CCCCNC(=O)Nc1ccon1,1,3.8,1,0.6,4.7,-0.247,20.8,-1.4,-18.5
COc1ccccc1N1C(=O)N(C(C)=O)C2C1Nc1ccccc1N2C (stereo unspecified),1.1,2.7,1,3.7,-1.7,0.513,-5.1,-9.6,-7.3
Cc1cc(OCC(=O)C(C)(C)C)c2c(C)c(C)c(=O)oc2c1,0.9,10.7,0.6,-2.0,41.0,0.946,15.6,11.2,-1.3
COc1ccccc1Oc1coc2c(CN(C)C)c(O)ccc2c1=O,1.1,6.0,0.9,2.6,5.5,-0.57,0.8,-8.1,-15.7
COn1c(=O)c(=O)n(OC)c2ccccc21,1,1.2,1.1,2.9,-6.8,-0.446,-2.6,3.2,-6.7
COC(=O)NC1CSCC1OC(=O)CN1C(=O)c2ccccc2C1=O (stereo unspecified),1,x,0.7,-3.0,31.8,-0.119,x,0.3,x
S=c1[nH]ncn1-c1ccccn1,1.1,-20.8,1,3.8,-3.0,-0.59,-5.3,-11.6,-1.6
CC(Oc1cccc(F)c1)C(=O)/C=C\N(C)C (stereo unspecified),1.1,0.0,1.1,x,-9.5,-1.56,2.4,-12.3,-5.8

# Continued.
molecule,CYP2C9 activ,IL1B cytotox,CYP2C19 act,Candida biofilm,CYP2C19 inh,hDAT+cocaine,VCAM1 TNFa inh,CYP2C9 inh,HUVEC tox TNFa
COC(=O)c1cc2c(C)nn(-c3ccccc3)c2s1,0.9,9.8,0.5,-3.9,52.3*,-0.104,-3.5,10.2,9.3
C=CCn1c(=O)c2ccccc2n2c(SCC(=O)N3CCCc4ccccc43)nnc12,0.7,13.8,0.6,-0.9,36.5,0.233,-2.4,31.7,-14.2
O=P(O)(CCc1ccccc1)C(O)c1ccccc1 (stereo unspecified),1.1,-20.8,1.1,4.4,-9.8,-0.175,2.0,-10.9,-2.9
N#CC1=C(SCc2ccc(C#N)cc2)N=C(N)C(c2nc(-c3ccccc3)cs2)C12CCCCC2 (stereo unspecified),0,25.2,0.1,-2.5,92.9*,-0.531,14.9,98.6*,21.5
Cc1ccc(C(c2sc3nc(C)nn3c2O)N2CCN(C(=O)c3ccco3)CC2)cc1 (stereo unspecified),x,6.8,x,-0.9,x,1.44,0.4,x,-0.5
CCCCNC(=O)c1ccc2c(c1)N(CC)C(=O)CS2,1,-7.7,0.7,-3.9,25.3,0.827,9.1,0.0,-2.4
O=C(Nc1ccc(F)cc1)c1ccc(-n2ccnc2)nc1,0,0.0,0,x,100.4*,0.00452,-1.3,95.6*,-42.9
Cc1ccc(-n2c(C)c([N+](=O)[O-])c3ccc(O)c(CN(C)C)c32)cc1,0.7,-11.1,0.8,6.2,18.0,0.279,15.0,34.8,-11.3
Cc1cc(C)nc(/N=C2\NC(=O)CC(C(=O)O)N2c2ccc(Cl)cc2)n1 (stereo unspecified),1,20.0,1.1,9.7,-6.7,-1.68,-16.2,-3.7,70.3
Cc1ccc(N(O)C(=O)OCCNC(=O)Nc2ccccc2)cc1,0.1,-3.2,0.1,4.5,93.9*,0.0637,10.6,92.5*,-6.0
COc1ccc(C(=O)CCN2CCCCCC2)cc1,1.1,-19.8,1,x,-0.5,0.924,-8.9,-5.2,-21.0
Cc1ccc(S(=O)(=O)N2CCOCC2)cc1C(=O)Nc1ccccn1,0.9,21.5,1,-2.0,1.1,0.215,-13.7,5.4,5.4
Cc1cc2c(c(=O)o1)C1(C(=O)N(C)c3ccccc31)C(C#N)=C(N)O2 (stereo unspecified),0.9,x,1,4.9,2.3,-1.01,x,7.9,x
COc1cc(NC(=O)c2cc3nc(C)cc(C)n3n2)c(OC)cc1Cl,0.9,3.6,1,0.9,-1.7,-0.0595,7.6,7.4,-30.7
CCOc1ccc(C2=Nn3c(nnc3-c3ccco3)SC2)cc1,0.7,-6.7,0.8,5.0,21.0,0.506,-6.8,32.6,-3.4

# (list continues)
molecule,CYP2C9 activ,IL1B cytotox,CYP2C19 act,Candida biofilm,CYP2C19 inh,hDAT+cocaine,VCAM1 TNFa inh,CYP2C9 inh,HUVEC tox TNFa
Cc1cc(C(=O)Nc2cccc(O)c2)co1,0.9,-13.5,0.8,0.6,16.2,-0.304,-23.0,14.3,-23.2
O=C1CC(c2ccc3c(c2)OCO3)c2cc3c(cc2N1)OCCO3 (stereo unspecified),0.1,-15.8,0.2,-0.1,78.1*,-2.77*,4.9,91.4*,-7.1
COc1ccccc1CNC(=O)C1CCCN(S(=O)(=O)c2cccc3cccnc23)C1 (stereo unspecified),2.9*,12.7,0.8,11.2,16.0,1.41,4.3,-191.5,-18.8
CCn1c(CSc2nc(C)cc(C)n2)nnc1SCC(=O)Nc1nc(-c2ccccc2)cs1,1.3,-7.0,1,4.8,3.7,-0.303,-10.3,-32.5,-16.0
O=C(CSc1nnc(CNC(=O)c2cccs2)o1)NCc1ccc(F)cc1,0.8,-77.1,1.1,4.0,-11.8,-0.106,6.4,19.9,-24.4
CCOC(=O)C1=C(C)C(c2ccccc2OC)NC(=S)N1 (stereo unspecified),0.9,-29.0,0.5,x,52.7*,x,17.6,8.6,-5.5
